CHO parental Ca = counter-screen for OX1R antagonists: effect in parental CHO cells | inhibition, % at 5.6 µM | 330,000 compounds, 0.63% hits | AID 463079 | parental CHO-K1, ATP-induced calcium, Fluo-8 fluorescence;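 active = inhibition above that plate's mean sample inhibition plus 3 SD, cut at about 26% in these data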;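 note: 0% = ATP-challenged DMSO wells and 100% = DMSO wells without ATP; some compounds past the cut are filed as inactive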
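Material – parental CHO cells · Reagent – ATP stimulus · Compound – single nominal dose of 5.6 µM per compound · Detection – Fluo-8 fluorescence · Read-out basis – percent inhibition of calcium signal · Controls – ATP-challenged DMSO wells low, unchallenged DMSO wells high · Repeats – no replicates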
TAAR1 antagonist = human TAAR1 antagonism. Q96RJ0. CHO RD-HGA16 TAAR1, Fluo-8 calcium fluorescence, antagonist. inhibition, % at 3 µM. 360,000 compounds, 1.5% hits. AID 624466;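 active = inhibition above a per-plate cutoff, the mean inhibition of test compounds on that plate plus 3 SD, cut at about 49% in these data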;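 note: 0% = DMSO plus EC80 beta-PEA response and 100% = DMSO alone without agonist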
Target sequence (Q96RJ0 whole entry, looked up): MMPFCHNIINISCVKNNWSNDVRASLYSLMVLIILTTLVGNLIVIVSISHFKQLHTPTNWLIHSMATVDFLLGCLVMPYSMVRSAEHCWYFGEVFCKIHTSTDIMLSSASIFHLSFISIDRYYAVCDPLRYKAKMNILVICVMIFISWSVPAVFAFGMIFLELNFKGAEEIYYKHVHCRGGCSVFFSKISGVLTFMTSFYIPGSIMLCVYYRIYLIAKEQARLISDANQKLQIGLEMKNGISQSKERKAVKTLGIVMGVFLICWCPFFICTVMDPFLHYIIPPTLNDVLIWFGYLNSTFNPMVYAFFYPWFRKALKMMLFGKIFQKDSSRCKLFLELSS
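Test system: RD-HGA16 CHO cells with stable hTAAR1 and Gα16 / Probe or stimulus: EC80 β-phenethylamine stimulus / Times: seeding 17-24 h prior, 75-min 37 °C, 30-min RT dye loading / Detection: Fluo-8 calcium-sensitive fluorescence / Read-out basis: % inhibition scaled between DMSO and EC80 PEA controls / Repeats: singlicate, one well per test compound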
M1 ag = agonists of human M1 muscarinic receptor; activation, % at 3 µM; P11229; CHO-K1 hM1, Fluo-8 calcium fluorescence, agonist mode; 0% DMSO, 100% acetylcholine EC100; 360,000 compounds, 0.33% hits;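 active = activation above the run's mean compound activation plus 3 SD, cut at about 16% in these data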;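 note: peak over basal fluorescence ratio within a 140 s kinetic read after compound addition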
Target sequence (P11229 whole entry, looked up): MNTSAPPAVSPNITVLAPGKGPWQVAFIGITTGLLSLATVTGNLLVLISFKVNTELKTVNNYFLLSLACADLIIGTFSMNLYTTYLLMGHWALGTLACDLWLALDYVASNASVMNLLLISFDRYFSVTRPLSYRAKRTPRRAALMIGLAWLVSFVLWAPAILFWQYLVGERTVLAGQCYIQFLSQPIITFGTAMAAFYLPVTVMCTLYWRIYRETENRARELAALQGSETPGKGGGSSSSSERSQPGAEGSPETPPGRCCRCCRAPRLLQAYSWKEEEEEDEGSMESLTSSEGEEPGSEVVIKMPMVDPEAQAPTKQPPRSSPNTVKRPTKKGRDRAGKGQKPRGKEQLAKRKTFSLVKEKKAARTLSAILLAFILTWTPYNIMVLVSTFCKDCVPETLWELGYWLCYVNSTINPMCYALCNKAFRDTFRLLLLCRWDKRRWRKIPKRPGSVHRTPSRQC
CHO-K1 Ca antag = counter-screen for M1 antagonists: effect in parental CHO-K1 cells | inhibition, % at 3 µM | AID 602250 | 360,000 compounds, 0.6% hits | ATP-induced calcium, Fluo-8 fluorescence;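 active = inhibition above a per-plate cutoff, the plate's mean sample inhibition plus 3 SD, cut at about 24% in these data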;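 note: 0% = DMSO plus EC80 ATP and 100% = DMSO alone without ATP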
TAAR1 agonist = agonists of human TAAR1; Q96RJ0; CHO RD-HGA16 TAAR1, Fluo-8 calcium fluorescence; vehicle wells 0%, saturating PEA agonist 100%; activation, % at 3 µM; 360,000 compounds, 0.99% hits;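 active = activation above the mean activation of all test compounds in the run plus 3 SD, cut at about 38% in these data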
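System: CHO-derived RD-HGA16 cells with stable Gα16 and human TAAR1. Times: 17-24 h plating, Fluo-8 75 min 37 °C, 30 min RT. Measured by: calcium-sensitive Fluo-8 signal, excitation 470-495, emission 515-575 nm. Read-out basis: % activation relative to PEA EC100 response. Control set: DMSO and PEA EC100. Repeats: no replicates (n 1).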
OXTR potentiate = potentiates the human oxytocin receptor response; P30559; CHO-OTR cells, Fluo-8 calcium fluorescence, potentiator mode; 0% = oxytocin EC15, 100% = EC100; activation, % at 3 µM; 320,000 compounds, 0.061% hits; AID 2445;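 active = activation above that plate's cutoff, the mean activation of tested compounds plus 3 SD, cut at about 6.6% in these data, passing the limit was not always enough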;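 note: 100% uses oxytocin at 75 nM as the full agonist control; some results filed as inactive read as strong as hits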
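System: human OTR in CHO cells / Also added: sub-maximal oxytocin, roughly EC15 / Control set: EC15 oxytocin low, 75 nM oxytocin high / Schedule: 6 min compound pre-incubation at room temperature, 100 s kinetic read / Compound: single-point 3.0 µM / Replication: singlicate / Technique: Fluo-8 calcium dye fluorescence / Read-out basis: % activation of max/min ratio relative to oxytocin controls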
CHO-K1 Ca PAM = counter-screen for M1 PAMs: effect in parental CHO-K1 cells | ATP EC20, Fluo-8 calcium fluorescence; 0% at ATP EC20, 100% at ATP max | activation, % at 3 µM | 360,000 compounds, 0.02% hits;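 active = activation above the run cutoff, the mean activation of all test compounds plus 3 SD, cut at about 40% in these data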;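 note: peak over basal fluorescence ratio in a 140 s read after ATP addition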
M1 ag parental = M1 agonist counterscreen hit in parental CHO-K1 cells; 360,000 compounds, 0.48% hits; activation, % at 3 µM; AID 602248; Fluo-8 calcium fluorescence; scaled to maximal ATP response, vehicle zero; in the data active = activation above about 15%;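 note: untransfected CHO-K1 host cells lacking M1 receptor as counterscreen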
V1aR counter = activates human V1a receptor in oxytocin agonist counter-screen; P37288; CHO-V1R cells, Fluo-8 calcium fluorescence, agonist mode; 0% DMSO, 100% 3 nM vasopressin; activation, % at 3 µM; 320,000 compounds, 0.25% hits;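 active = activation above the mean activation of all tested compounds plus 3 SD, per screening run, cut at about 20% in these data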;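 note: signal is peak over basal fluorescence ratio across a 100 second FLIPR read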
Active calls of the source: *; x = not tested or not shown; & = joins results of further samples.

#1 COc1ccc(Cl)cc1N(C)C(=O)CCc1nc(-c2ccc(C)cc2)no1
#2 Cc1cccc(OC(=O)CN2C(=O)C3C4CCC(C4)C3C2=O)c1C (configuration not stated)
#3 C/C(=N/N1CCN(Cc2cccc3ccccc23)CC1)c1cccnc1
#4 CC(NC(=O)COC(=O)C12CC3CC(CC(Br)(C3)C1)C2)c1ccccc1 (configuration not stated)
#5 COc1ccc(OC)c(-c2csc(NC(=O)COC(=O)c3ccc(NC(=O)CC#N)cc3)n2)c1
#6 COC(=O)c1ccc(-c2nc3cc(Cl)c(N)cc3s2)cc1
#7 Cc1cc(NC(=O)CSc2ncc(C(=O)O)n2-c2ccc(F)cc2)no1
#8 Cc1ccc(S(=O)(=O)N2CCN(C(=O)c3ccc(S(=O)(=O)N4CCCC4)cc3)CC2)cc1

Compound	1	2	3	4	5	6	7	8
CHO parental Ca	-13	-10	-17	-7	-8	-22	0	-11
TAAR1 antagonist	28	11	-8	18	x	-12	-3	2
M1 ag	-2	-5	-10	-3	-1	-3	-1	-1
CHO-K1 Ca antag	-3	3	4	-6	-8	-15	-13	7
TAAR1 agonist	9	8	5	5	x	5	2	2
OXTR potentiate	-10	-11	-6	-8	-1	-5	0	8
CHO-K1 Ca PAM	6	5	-4	17	-1	18	-1	11
M1 ag parental	0.7	2.5	0.3	-0.1	1.7	0.5	0.4	-0.3
V1aR counter	1.6	0.4	1.8	-1.1	1.0	-0.5	0.4	0.4

#9 CCOC(=O)Cn1c(C)[n+](C)c2cc(Cl)c(Cl)cc21
#10 CN(C)c1cccc(CNC(=O)c2csc([C@H]3C[C@H](O)[C@@H](CO)O3)n2)c1
#11 CC(=O)OC[C@@H]1CN(Cc2ccccc2)C[C@H](n2cnc3c(NC4CCC4)ncnc32)O1
#12 Cc1nc2oc(C(=O)c3ccccc3)c(N)c2c2c1COC(C)(C)C2
#13 Brc1ccc(N=NNc2ccccc2)cc1
#14 CCC(C(=O)NCc1ccco1)N(Cc1cccs1)C(=O)CNS(=O)(=O)c1ccccc1 (configuration not stated)
#15 COc1cccc2c1O/C(=N\O)C(C(=O)Nc1cccc(C)c1C)C2 (configuration not stated)
#16 Cc1c(C(=O)O)sc2nc(SCC(=O)Nc3ccc(S(=O)(=O)NCCCC(=O)O)cc3)[nH]c(=O)c12

Compound	9	10	11	12	13	14	15	16
CHO parental Ca	-5	x	x	-8	-11	-19	x	-4
TAAR1 antagonist	-17	-4	-6	15	-14	-10	-3	7
M1 ag	-5	-1	-2	-4	-2	-4	-2	-3
CHO-K1 Ca antag	-9	1	-9	-9	-8	-5	-14	-14
TAAR1 agonist	0	2	5	2	10	11	3	-1
OXTR potentiate	-6	x	x	-4	-11	-6	x	2
CHO-K1 Ca PAM	-7	9	12	17	16	8	10	19
M1 ag parental	-0.5	0.1	0.3	0.7	0.2	1.0	1.6	0.3
V1aR counter	0.5	x	x	0.2	-0.8	0.0	x	0.6

#17 COc1ccccc1NS(=O)(=O)c1cc(C(=O)NCc2ccncc2)ccc1C
#18 COC(=O)CSc1nc(N2CCOCC2)c2c(c1C#N)CCCC2
#19 CC1CN(C(=O)COC(=O)c2ccc(Cl)c(N)c2)CC(C)O1 (configuration not stated)
#20 O=C1c2ccccc2C(=O)C1(CO)c1ccccc1
#21 COc1ccc(NC(C)(C)c2nnnn2-c2c(C)cccc2C)cc1
#22 CN(C)C(=O)c1c([N+](=O)[O-])c(C(C)(C)C)nn1C
#23 COc1ccccc1C(=O)COC(=O)Cc1ccccc1F
#24 O=C(c1ccc(C(F)(F)F)cc1)C1CCCN(C(=O)CCn2cncn2)C1 (configuration not stated)

Compound	17	18	19	20	21	22	23	24
CHO parental Ca	-23	-25	-13	5	-19	-2	-8	-2
TAAR1 antagonist	-21	5	-11	17	-24	8	-26	-8
M1 ag	-4	-1	-5	-8	-1	-6	-3	-2
CHO-K1 Ca antag	-5	-13	-9	0	-5	-3	-5	-13
TAAR1 agonist	1	1	-3	0	-2	2	-1	4
OXTR potentiate	-16	-5	-10	-7	-10	-9	-2	-7
CHO-K1 Ca PAM	19	17	18	7	6	9	17	6
M1 ag parental	1.1	1.6	3.3	-0.2	0.5	0.4	0.1	2.2
V1aR counter	0.2	-0.9	0.5	0.1	-0.8	-0.2	-0.4	1.6

Complete entries as entered above. Order of screens: CHO parental Ca	TAAR1 antagonist	M1 ag	CHO-K1 Ca antag	TAAR1 agonist	OXTR potentiate	CHO-K1 Ca PAM	M1 ag parental	V1aR counter
O=C(c1ccc(C(F)(F)F)cc1)C1CCCN(C(=O)CCn2cncn2)C1 (configuration not stated) across the screens: -2	-8	-2	-13	4	-7	6	2.2	1.6
COc1ccccc1NS(=O)(=O)c1cc(C(=O)NCc2ccncc2)ccc1C across the screens: -23	-21	-4	-5	1	-16	19	1.1	0.2
COc1ccccc1C(=O)COC(=O)Cc1ccccc1F across the screens: -8	-26	-3	-5	-1	-2	17	0.1	-0.4
COc1ccc(NC(C)(C)c2nnnn2-c2c(C)cccc2C)cc1 across the screens: -19	-24	-1	-5	-2	-10	6	0.5	-0.8

(listing goes on)
#25 CN(C)S(=O)(=O)c1ccc(NC(=O)CN2CCN(C(c3ccccc3)c3ccccc3)CC2)cc1
#26 CCOC(=O)c1[nH]c2cc(OC)c(OC)cc2c1NC(=O)CN(C)C1CCCCC1
#27 CCc1ccc(-c2nc(CS(=O)CC(=O)NCc3ccccc3)c(C)o2)cc1 (configuration not stated)
#28 Cc1cccc(-n2c(C)cc(/C=N\NC(=O)c3cccs3)c2C)c1
#29 CCN(CC(=O)NC1CCS(=O)(=O)C1)Cc1nc2c(Br)cc(Br)cc2c(=O)[nH]1 (configuration not stated)
#30 COc1cccc(/C=N/NC(=O)c2ccoc2C)c1O
#31 CC1(C)CC(=O)C2=C(C1)N(Cc1ccccc1)C(=O)C2(O)C(F)(F)F (configuration not stated)
#32 O=C(O)CCC(=O)Nc1ccccc1C(=O)NCc1ccccc1

Compound	25	26	27	28	29	30	31	32
CHO parental Ca	-1	-21	-13	-19	-21	-23	7	2
TAAR1 antagonist	-15	-4	-8	43	18	-1	-2	0
M1 ag	-4	-7	-7	-1	-15	-2	-2	-4
CHO-K1 Ca antag	-4	-1	-7	0	-11	-5	-9	-6
TAAR1 agonist	-1	4	-4	11	5	-1	-2	3
OXTR potentiate	-3	-8	-2	-20	-13	5	2	-2
CHO-K1 Ca PAM	18	0	6	14	-5	3	16	15
M1 ag parental	0.6	0.6	-0.1	1.4	2.4	0.7	0.7	0.0
V1aR counter	-0.2	-0.9	0.5	11	-0.8	-1.1	1.6	-0.6

#33 O=C(CSCc1ccc(C(=O)O)cc1)Nc1ccccc1
#34 Cn1cc(S(=O)(=O)N2CCOCC2)cc1C(=O)Nc1ccc(Cl)cc1
#35 CCOc1cc(C#N)c(NC(=O)c2ccco2)cc1OCC
#36 Cc1cc(C(=O)N/N=C/c2cccc(OC(=O)c3cccc(Br)c3)c2)n[nH]1
#37 CCc1nc(NCCc2ccccn2)c2nnn(Cc3ccccc3F)c2n1
#38 CC(=O)Nc1ccc(Nc2nc(-c3ccccc3)nc3ccccc23)cc1
#39 Cc1ccc(Cc2c(-c3ccc(Br)cc3)nc3cc(C)ccn23)cc1
#40 O=C(COC(=O)CCCN=C1NS(=O)(=O)c2ccccc21)NC(=O)NC1CCCC1

Compound	33	34	35	36	37	38	39	40
CHO parental Ca	0	-9	-3	x	-41	4	x	-5
TAAR1 antagonist	8	13	1	31	2	59*	19	-19
M1 ag	-9	3	-2	4	-4	-4	-7	-2
CHO-K1 Ca antag	4	9	-5	-4	-10	12	-10	-13
TAAR1 agonist	0	2	2	6	32	21	4	0
OXTR potentiate	-4	-2	-3	x	3	-10	x	2
CHO-K1 Ca PAM	8	-10	15	0	13	9	16	20
M1 ag parental	0.1	-0.3	0.4	4.5	0.8	4.5	0.9	0.8
V1aR counter	1.4	0.3	1.7	x	-0.3	0.2	x	1.0

#41 CCOC(=O)C1=C(C)NC(C)=C(C(=O)OCC)C1c1ccc([N+](=O)[O-])s1
#42 OCC1(CO)COC2(CCCC2)N1
#43 Cc1ccc(C)c(NS(=O)(=O)c2ccc3oc(=O)ccc3c2)c1
#44 Cc1cc2ccccc2c(=O)n1CC(=O)NCC(=O)N(C)C1CCCCC1
#45 Cc1cccc(C(=O)N(C)c2nnc(-c3ccncc3)s2)c1
#46 COCCNC(=O)C(c1ccc(C)o1)N(Cc1ccccc1)C(=O)Cn1nnc2ccccc21 (configuration not stated)
#47 Cc1ccc(C)c(-c2csc(N)c2C(=O)OC(C)C)c1
#48 COc1ccc(C(=O)CC(=O)c2ccccc2O)cc1OC

Compound	41	42	43	44	45	46	47	48
CHO parental Ca	-16	-12	-13	-6	-14	-17	-1	-17
TAAR1 antagonist	40&46	4	-6	9	-8	-8	-3	11
M1 ag	-6&-7	-3	0	-5	-2	-3	-4	-6
CHO-K1 Ca antag	8&-3	-17	-6	-16	-2	-12	-14	7
TAAR1 agonist	1&-2	1	4	-1	1	11	18	8
OXTR potentiate	5	1	0	-4	-15	-6	-9	-4
CHO-K1 Ca PAM	7&-7	24	18	19	21	16	19	-8
M1 ag parental	1.6&1.4	0.3	4.1	0.4	1.1	1.2	0.5	4.2
V1aR counter	-0.7	1.2	2.6	-0.3	1.5	0.4	-0.1	-0.9

#49 CN(Cc1nc(-c2cnccn2)no1)CC1CCN(Cc2ccccc2)CC1
#50 Cc1cc(S(=O)(=O)N2CCCOC2CNC(=O)C(=O)NCc2ccco2)ccc1F (configuration not stated)
#51 O=C(COc1nc2ccccc2nc1N1CCOCC1)NC1CCCCC1
#52 N/C(=N\OC(=O)Cc1ccccc1)c1cccc(Br)c1
#53 COC(=O)c1c(NC(=O)C2CCCCC2)sc2c1CCN(C(C)C)C2
#54 CCN=C1S/C(=C\c2cn(CC)c3ccccc23)C(=O)N1CC
#55 Cc1ccc(N2CCCn3c2cc(C)c(C#N)c3=O)cc1Cl

Compound	49	50	51	52	53	54	55
CHO parental Ca	-13	-10	-6	-9	-19	-27	-18
TAAR1 antagonist	-1	14	-2	-11	-17	5	4
M1 ag	-7	-6	-4	-3	-9	-11	-2
CHO-K1 Ca antag	-2	-2	-1	-11	4	-15	-7
TAAR1 agonist	4	-1	3	-3	2	10	9
OXTR potentiate	-2	-2	-4	2	-2	-11	0
CHO-K1 Ca PAM	7	27	8	20	-4	25	18
M1 ag parental	0.4	0.2	-0.3	0.2	-0.1	1.4	0.4
V1aR counter	0.0	-0.2	0.5	0.5	1.1	-1.2	-0.3

Assay outcomes (PubChem)
